# Insulin prom inh – TRM-6 insulin promoter activity inhibition; AID 1273; hit rate 0.9% among 130,000; inhibition, % at 2 µM; TRM-6 cells (human fetal islet line), insulin promoter-eGFP reporter, imaging; reporter expression induced with tamoxifen;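 active = inhibition above the mean plus 3 SD, with well images judged a real hit on visual review, cut at about 60% in these data, passing the limit was not always enough; inconclusive = inhibition over the cutoff but images rejected on review; inactive = inhibition not above the cutoff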
# SDO1 yeast rescue – restores growth of sdo1-depleted yeast | z-score at 10 µM | hit rate 0.21% among 140,000 | S. cerevisiae sdo1-depleted JHY4D growth rescue, OD600 30 h; stronger effect = higher value; pdr5 snq2 efflux-pump mutant strain;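 active = z-score above 3 at both the 24 hr and the 30 hr optical density reads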;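 note: z-score against mean and SD of all compound wells on the same plate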
# SDO1 yeast rescue Rescue 24 h – recorded beside SDO1 yeast rescue, whose call it bears; z-score; S. cerevisiae sdo1-depleted JHY4D growth rescue, OD600; measured here: growth rescue at 24 h;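 0 is the plate mean of compound wells and units are plate SD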
# An asterisk follows results filed as active; i = inactive; u = inconclusive; x = no result given.
SMILES,Insulin prom inh,SDO1 yeast rescue,SDO1 yeast rescue Rescue 24 h
COc1ccc(C(=O)Nc2ccc(C(=O)OCC(=O)c3cccc4ccccc34)cc2)cc1,x,-0.15,-0.15
O=C(O)CCn1c(C2CCCCC2)nc2ccccc21,x,-0.24,-0.34
COc1cccc(NC(=O)CN(C)CC(=O)Nc2ccc3c(c2)CCC3)c1,17,x,x
CN(C(=O)c1ccc(S(=O)(=O)c2cccc(Cl)c2)c([N+](=O)[O-])c1)C1CCCCC1,-14,-0.73,-0.44
CCOC(=O)c1[nH]c2c(c1C)C(=O)CC(c1ccc(OC)c(OC)c1)C2 (stereo not given),-383,2.5,3.3
CCOCCCNC(=O)c1cc(=O)n(Cc2cccc(C)c2)c2ccccc12,-25,x,x
Fc1ccccc1N1CCN(C(c2cccs2)c2nnnn2CCc2ccccc2)CC1 (stereo not given),-8,-1.5,-0.85
Cc1cccc(NC(=O)c2ccc(C3SCC(=O)N3CCc3ccccc3)cc2)c1 (stereo not given),-23,-0.39,0.16
Cc1cc(COc2ccccc2OCCN2CCN(C)CC2)no1,17,-0.23,-0.81
COCC(=O)N(Cc1ccccc1)c1ccccn1,u,0.08,-0.4
O=C(NCc1ccco1)c1ccc2c(c1)N(Cc1ccccc1)C(=O)CS2=O (stereo not given),x,1.1,0.9
O=C(NC(=O)c1ccccc1)NC1(C(F)(F)F)OCCO1,x,0.64,0.26
Cc1sc(NC(=O)/C=C/c2ccc(C(C)C)cc2)c(C#N)c1C,8,0.12,0.75
CCNc1nc(NC(C)C)nc(OCCOC(=O)c2ccccc2)n1,33,-0.23,-0.44
Cc1cccc(NC(=O)COn2nnc3ccc(S(C)(=O)=O)cc32)c1,24,x,x
CCOc1ccccc1N1CCN(C(=O)Nc2cccc(Cl)c2)CC1,13,-0.93,0.49
COc1ccc(C2CC(c3cccs3)=NN2C(=O)CSC2=NN3CCCC(=O)N=C3S2)cc1 (stereo not given),x,-1.2,-0.5
CC(C)(C)OC(=O)N1CC2Cc3[nH]c(=O)ccc3C(C2)C1 (stereo not given),43,0.18,-0.42
COCCOC(=O)c1c(C)oc2ccc(OS(C)(=O)=O)cc12,-9,x,x
Cc1cc(C)n(-c2nnc(C)n2/N=C/c2ccccc2F)n1,-14,1,0.78
Cc1cccc(-n2ccnc2SCC(=O)Nc2ccc3c(c2)OCCO3)c1,-32,-1.6,-1.5
Cn1c(=NC(=O)C2CC2)sc2cccc(F)c21,x,0.76,0.39
COC(=O)[C@H]1C[C@@H]1[C@H](NC(=O)c1ccccc1)c1ccccc1,-62,-0.03,0.06
O=c1oc2ccccc2n1CSC1=NCCS1,50,0.6,0.42
CN1CCN(C(=O)N2c3ccccc3C=Cc3ccccc32)CC1,x,-0.39,-1.3
CCCOC(=O)C1=C(C)NC(=O)NC1c1ccc(Br)s1 (stereo not given),8,x,x
COCCn1nnnc1CN1C2CCCC1CC(NC(C)=O)C2 (stereo not given),i,-0.57,-1.2
COc1ccc(CNCCNC(=O)c2cccs2)cc1OC,-18,x,x
C=CCOc1cccc(C2/C(=C(/O)c3ccc(C)cc3)C(=O)C(=O)N2CCN2CCOCC2)c1 (stereo not given),-7,0.68,0.23
CCCCC(=O)Nc1ccc(C(=O)NNC(=O)c2ccc(C)c(Br)c2)cc1,x,-0.84,-0.87
Cc1ccc(-c2ccnc(=S)[nH]2)cc1,x,0.73,0.86
O=S(=O)(O)c1nc2ccccc2n1Cc1ccccc1,46,-0.25,-0.73
Cc1occc1C(=O)NNC(=O)Nc1ccc(F)cc1F,x,0.42,-0.05
Cc1ccc(C(=O)Nc2nc3ccc(S(C)(=O)=O)cc3s2)o1,50,-0.08,0.13
O=C(CCC(=O)c1cccs1)Nc1ccccc1F,-39,-0.51,-0.37
Cc1c(/C(O)=C2/C(=O)C(=O)N(CCN3CCOCC3)C2c2ccccn2)cnn1-c1ccccc1 (stereo not given),5,x,x
S=c1[nH]nc(CSc2nc3ccccc3s2)n1Cc1ccccc1,25,-1.6,-1.1
COc1ccc(C(=O)Cc2nnc(C)s2)c(OC)c1,12,0.27,0.31
Cc1cc(NC(=O)CN2C(=O)NC3(CCC(C)CC3)C2=O)no1 (stereo not given),0,0.17,-0.15
CCSCc1nnc(SCC(=O)Nc2cccc(SC)c2)n1C,-425,1.4,1.8
Cc1ccc(CNC(=O)Cn2cncn2)cc1,24,-0.68,-0.08
Brc1cc2c(cc1/C=N/Nc1nc3ccccc3s1)OCO2,17,-1.4,-0.37
CCN1/C(=C/c2ccc3ccc(C)cc3[n+]2CC)Sc2ccccc21,i,-2,-1.7
CC(C)(C)S(=O)c1cccs1 (stereo not given),53,-0.51,-0.44
CCOc1ccc(N2C(=O)CSC23CCCCC3)cc1,26,-0.37,-0.65
CCN1CNC(=S)N(c2ccccc2OC)C1,-40,0.53,0.35
CC1(C)CC(=O)c2cnc(N3CCN(c4ccccc4)CC3)nc2C1,19,-0.25,-0.05
N#CC1=C(N)N(c2ccc(Oc3ccccc3)cc2)C(=O)C1,-6,1.4,1.5
COc1ccc(NC(=O)c2cccc(-n3c(C)ccc3C)c2)c(OC)c1,26,-0.21,-0.21
Cc1ccc(C(=O)COC(=O)C2CC(=O)N(c3nc(-c4ccccc4)cs3)C2)cc1C (stereo not given),41,-1.2,-0.61
CC(C)c1cccc(C(C)C)c1NC(=O)COC(=O)c1ccc2c(c1)S(=O)(=O)c1ccccc1C2=O,x,-0.54,0.24
Cn1c(CNS(=O)(=O)c2ccc(Br)cc2)n[nH]c1=S,33,0.52,-0.01
CCOCCCNC(=S)N(Cc1ccccc1)Cc1nc2ccccc2c(=O)[nH]1,-23,-0.58,-0.86
CCOc1ccc(OCC)c(NC(=O)CSc2nnnn2CC)c1,25,1.4,1.6
CCC(c1nnc(SCC(=O)NCCc2ccc(Cl)cc2Cl)o1)N(C)C (stereo not given),-305,-0.35,-0.29
Cc1ccccc1N1C(=O)C2ON(c3ccccc3)C(c3cccnc3)C2C1=O (stereo not given),x,0.65,-1.1
CCOC(=O)CC(=O)Nc1nnc(C(C)C)s1,40,0.42,0.31
O=C(c1ccccc1F)N(Cc1nc2ccccc2c(=O)[nH]1)C1CCCC1,-42,x,x
Cc1cccc(C)c1NC(=O)COC(=O)CSc1nnc(N)s1,x,0.89,0.44
COc1cc2[nH]c(=O)n(CCC(=O)N3CCN(c4cccc(C)c4C)CC3)c(=O)c2cc1OC,x,-0.24,-0.46

# Looked up above.
# Reading of Cn1c(=NC(=O)C2CC2)sc2cccc(F)c21 in SDO1 yeast rescue: 0.76
# Reading of Cc1cc(C)n(-c2nnc(C)n2/N=C/c2ccccc2F)n1 in SDO1 yeast rescue Rescue 24 h: 0.78
# Reading of CN(C(=O)c1ccc(S(=O)(=O)c2cccc(Cl)c2)c([N+](=O)[O-])c1)C1CCCCC1 in SDO1 yeast rescue Rescue 24 h: -0.44

# Molecules above containing a cyano group, in the order listed:
SMILES,Insulin prom inh,SDO1 yeast rescue,SDO1 yeast rescue Rescue 24 h
Cc1sc(NC(=O)/C=C/c2ccc(C(C)C)cc2)c(C#N)c1C,8,0.12,0.75
N#CC1=C(N)N(c2ccc(Oc3ccccc3)cc2)C(=O)C1,-6,1.4,1.5

# (further entries)
SMILES,Insulin prom inh,SDO1 yeast rescue,SDO1 yeast rescue Rescue 24 h
CC(C)C(=O)N1CCC(CN=Cc2c(O)n(C3CCCCC3)c(=O)n(C3CCCCC3)c2=O)CC1,36,-0.43,-0.44
COc1ccc(C(=O)Cc2ccc(OC)c(OC)c2)cc1,-6,0.59,0.32
Nn1c(SCc2nc3ccccc3[nH]2)nnc1-c1cccnc1,-14,1,0.63
CCN(CC)CCN1C(=O)C(=O)/C(=C(/O)c2c(C)[nH]c(C(=O)OC)c2C)C1c1ccco1 (stereo not given),x,0.24,-0.28
Cc1ccc(NC2Nc3cc(C)nn3S2)c(C)c1 (stereo not given),-41,x,x
COc1ccc(/C=C/C(=O)N(CC(C)C)CC(C)C)cc1Br,-4,-0.97,-0.57
Cc1cc(-c2ccccc2C(=O)NCc2ccccc2)on1,-56,-0.15,-0.72
CCOC(=O)/C(=C/c1ccc(OC)cc1)NC(=O)c1ccco1,x,0.16,-0.33
COc1ccc(N2CC(C(=O)Nc3nnc(SCc4ccccn4)s3)CC2=O)cc1 (stereo not given),x,0.49,-0.63
CCN(CC)C(=O)Oc1ccc2c(=O)c(-c3ccc(OC)cc3)coc2c1,-21,-0.56,-0.57
COc1ccccc1N1CCN(C(=O)C(OC(C)=O)c2ccccc2)CC1 (stereo not given),33,0.9,0.71
Nc1c(NC(=O)CC[n+]2ccccc2)cccc1[N+](=O)[O-],-28,1.2,1.4
CCCC(=O)NCc1cc(-c2nn(C)c(=O)c3ccccc23)ccc1OC,47,x,x
CCN(CC)S(=O)(=O)c1cccc(C(=O)Nc2ccc(Cl)cn2)c1,x,-1.9,-1.2
Cc1nnc(SCCn2c(N3CCC(C)CC3)nc3c2c(=O)n(C)c(=O)n3C)s1,-41,x,x
Cc1ccc2[nH]c(=O)c(CN(Cc3cccs3)Cc3nnnn3CC3CCCO3)cc2c1 (stereo not given),x,0.4,-0.08
CCC(=O)NCCc1cc2cc(C)c(C)cc2[nH]c1=O,18,0.65,0.14
Cc1n[nH]c(=O)nc1NCc1ccccc1Cl,-47,0.3,0.21
Cc1cc(C(=O)COc2ccc(Cl)cc2Br)c(C)n1C,27,x,x
O=C(N/N=C/c1c(O)n(-c2ccccc2Cl)c(=O)c2ccccc12)C1COc2ccccc2O1 (stereo not given),-184,1.4,0.83
CC(C)OCCCNC(=O)c1ccccc1Oc1ccccc1,-346,1,1.5
Cc1ccc(-n2ccc(=O)c(-c3ccnc(SCc4cccc(Cl)c4)n3)n2)cc1,-13,-0.59,1.8
O=C1N/C(=N\N=C\c2cccs2)SC1Cc1ccc(Cl)cc1 (stereo not given),x,0.26,-0.2
CC(Cc1ccccc1)NC(=O)/C=C/c1ccc([N+](=O)[O-])cc1 (stereo not given),15,-0.85,-1
COc1ccccc1N/N=C/c1c(CO)cnc(C)c1O,-5,0.51,0.51
CC(C)(C)C(=O)CC(=O)Nc1ccc(Cl)c(N)c1,0,-0.1,0.04
COC(=O)c1ccc(C(=O)N(CCN(C)C)c2nc3c(Cl)cccc3s2)cc1,29,x,x
CCc1ccc(OCCCC(=O)O)c(Br)c1,-9,-0.27,-0.69
Cc1cc(N=Cc2c(O)n(-c3ccc(C)c(C)c3)c(=O)c3ccccc23)no1,x,-1.4,-1.1
COc1ccc(CNC(=O)C2CC(=O)N(c3ccc(OCC(=O)N4CCCCC4)cc3)C2)cc1 (stereo not given),32,0.77,0.22
COc1ccc(C(=O)Nc2ccc(C(=O)Nc3nccs3)cc2)cc1[N+](=O)[O-],x,0.64,1.7
COc1ccccc1C(=O)N1CCN(c2cccc(C(F)(F)F)c2)CC1,x,-0.25,0.07
CC(OCCN1CCCC1)(c1ccc(F)cc1)c1ccc(F)cc1,-31,-0.16,-0.05
Cc1ccccc1OCC(=O)N1CCCc2ccccc21,20,-0.83,-1.3
Cc1ccc(NC(=S)NNc2ccc([N+](=O)[O-])cc2S(=O)(=O)Nc2ccccc2C(=O)O)cc1C,14,2.2,2.2
O=C(NCC1(c2ccccc2)CCCC1)C(=O)NCC1(c2ccccc2)CCCC1,-324,1.4,0.66
CC(=Nc1ccccc1)Nc1ccccc1,x,1,0.61
COC(=O)[C@H](Cc1ccccc1)NC(=O)N1CC(C)OC(C)C1 (stereo not given in full),7,2.8,0.67
Cc1cc2ccccc2c(=O)n1CC(=O)Nc1ccc2c(c1)OCO2,x,-0.43,0.43
Cn1c(Cl)c(C(=O)Nc2ccccc2)c2ccccc21,-10,-0.04,0.78
CC(C)CN(CC(C)C)C(=O)Nc1ccccc1F,-178,x,x
Cc1cc(C)n(-c2nnc(C)n2NS(=O)(=O)c2ccc(F)cc2)n1,43,0.94,-0.78
CN(C)S(=O)(=O)c1ccc(NC(=S)NC(=O)c2ccc(Br)o2)cc1,6,x,x
C=CCn1c(SCC(=O)NCc2ccc3c(c2)OCO3)nc2scc(-c3ccc(F)cc3)c2c1=O,x,-0.38,0.42
CCOC(=O)c1sc(NC(=O)c2cccs2)cc1C,x,-0.75,-0.28
O=C(c1ccc2c(c1)N(Cc1ccccc1)CCS2)N1CCCCC1,x,-0.21,0.11
COc1cccc(NC(=O)CC(c2ccc(OC(C)C)cc2)c2ccccc2OC)c1 (stereo not given),-13,-0.12,0.88
CCN(CC)CCOC(=O)CCc1cccc2ccccc12,-43,0.37,0.49
Cc1noc(COc2ccccc2OCc2onc(C)c2Cl)c1Cl,-70,-1.2,-0.56
COc1cc(/C=C\C(=O)Nc2cc(=O)n(C)c(=O)n2C)cc(OC)c1OC,0,x,x
COc1cc(NC(=O)c2cccs2)c(OC)cc1NC(=O)CCC(=O)Nc1cccc2ncccc12,29,x,x
Cc1ccc(NC(=O)COC(=O)Cn2c(C)csc2=O)cc1,x,-0.13,0.05
CCCCNC(=S)NCc1ccc2c(c1)cc(C)n2C,17,0.04,-0.02

# Of the compounds above, 2 have a CF3 group.
SMILES,Insulin prom inh,SDO1 yeast rescue,SDO1 yeast rescue Rescue 24 h
O=C(NC(=O)c1ccccc1)NC1(C(F)(F)F)OCCO1,x,0.64,0.26
COc1ccccc1C(=O)N1CCN(c2cccc(C(F)(F)F)c2)CC1,x,-0.25,0.07

# One compound at a time (already shown). Values in the order: Insulin prom inh | SDO1 yeast rescue | SDO1 yeast rescue Rescue 24 h
# CN(C)S(=O)(=O)c1ccc(NC(=S)NC(=O)c2ccc(Br)o2)cc1 as listed: 6 | x | x
# C=CCn1c(SCC(=O)NCc2ccc3c(c2)OCO3)nc2scc(-c3ccc(F)cc3)c2c1=O as listed: x | -0.38 | 0.42
